From PubChem
GPR55 beta-arrestin: selective activators of receptor GPR55 – imaging, U2OS cells, beta-arrestin-GFP redistribution, primary screen (AID 1961); U2OS GPR55 beta-arrestin-GFP redistribution imaging; higher % means a stronger effect; activation, % at 10 µM, or EC50 in µM where a hit was titrated; hit rate 0.048% among 290,000;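 active = activation above 40% with more than 50 cells counted in the well; inconclusive = wells holding fewer than 50 cells, flagged as toxic or sparse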;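 note: U2OS osteosarcoma cells stably expressing GPR55 and beta-arrestin-GFP; plate controls were DMSO negative control for no effect and LPI positive control for full effect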
Dengue-2 NS5 capping: Dengue-2 NS5 methyltransferase inhibitors, primary screen, biochemical, confirmation dose response (AID 588689). Dengue-2 NS5 methyltransferase capping enzyme assay, biochemical; higher % means a stronger effect. inhibition, % at 25 µM, or IC50 in µM where a hit was titrated. hit rate 0.3% among 340,000; in the data active = a potency from the dose series; inconclusive = inhibition above about 29% without an active follow-up result
K1F lysis inhibition: protection from phage-mediated lysis, alamar blue read-out – E. coli UTI89, K1F phage, bacterial capsule biogenesis inhibitors (AID 488966); E. coli UTI89 K1F phage lysis, alamar blue, 2 h; higher % means a stronger effect; hit rate 0.02% among 340,000; inhibition, % at 100 µM; hits with a dose series show IC50 in µM;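 active = phage lysis inhibition, versus mean bacterial control, above a set limit; inconclusive = no clear call, values can overlap the other calls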;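 note: capsule biogenesis inhibitors block K1F phage lysis so surviving cells raise fluorescence; higher fluorescence means more inhibition of phage lysis; actives were called in the ten point dose series up to 300 µM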
HIV peptide binding: inhibitors of HIV fusion peptide binding, primary screen, biochemical, uHTS, fluorescence dequenching (AID 1986); cell-free peptide binding, fluorescence dequenching, 30 min; higher % means a stronger effect; inhibition, % at 20 µM, or IC50 in µM where a hit was titrated; hit rate 0.3% among 290,000; in the data active = inhibition mostly above about 52%, no sharp cut-off; inactive = mostly below about 76%; note: some results filed as inactive read as strong as hits
GPR55 LPI antagonism: inhibition of LPI-stimulated GPR55 beta-arrestin translocation – imaging, U2OS, beta-arrestin-GFP, LPI agonist, primary screen (AID 2013); U2OS GPR55 beta-arrestin-GFP translocation imaging, LPI antagonism; higher % means a stronger effect; inhibition, % at 10 µM, or IC50 in µM where a hit was titrated; hit rate 0.13% among 290,000;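 active = spots per cell inhibited over 60%, with over 100 cells counted and total cytoplasm intensity under 500,000; inconclusive = wells with under 100 cells, flagged as likely toxic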;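 note: U2OS cells stably carrying GPR55 and arrestin-GFP stimulated by 5 µM LPI near EC80; imaged beta-arrestin-GFP aggregate spots per cell after agonist stimulation; plate controls were LPI-stimulated DMSO wells for no effect and DMSO wells without LPI for full effect; some results filed as inactive read as strong as hits; confirmed hits need IC50 under 10 µM and bright autofluorescent wells are also inconclusive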
SIAH1 antagonists: blockers of Siah-1 interaction with plectin peptide – biochemical, fluorescence polarization, rhodamine-plectin, uHTS, primary screen (AID 1817); Siah-1 / rhodamine-plectin peptide fluorescence polarization; higher % means a stronger effect; displacement, % at 20 µM, or IC50 in µM where a hit was titrated; hit rate 0.02% among 290,000;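 active = displacement of at least 50% at 20 µM, with a fluorescence ratio check between 0.3 and a set limit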;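 note: plate controls were Siah plus tracer with DMSO for no effect and tracer alone without Siah for full effect; strong numbers were not always called active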
NTR1 ag: agonists of NTR1, primary screen, imaging, U2OS cells, beta-arrestin-GFP, high content (AID 493036). activation, % at 20 µM. NTR1-U2OS beta-arrestin-GFP spot imaging, agonist mode. hit rate 0.17% among 330,000. P30989;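 active = activation at or above 40% of the spot to cytoplasm intensity ratio, with at least 20 cells analyzed; inconclusive = wells under 20 cells, flagged as cytotoxic or low count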;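 note: 0% = DMSO without peptide and 100% = 100 nM NTR1 peptide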
Target sequence (P30989 whole entry, looked up): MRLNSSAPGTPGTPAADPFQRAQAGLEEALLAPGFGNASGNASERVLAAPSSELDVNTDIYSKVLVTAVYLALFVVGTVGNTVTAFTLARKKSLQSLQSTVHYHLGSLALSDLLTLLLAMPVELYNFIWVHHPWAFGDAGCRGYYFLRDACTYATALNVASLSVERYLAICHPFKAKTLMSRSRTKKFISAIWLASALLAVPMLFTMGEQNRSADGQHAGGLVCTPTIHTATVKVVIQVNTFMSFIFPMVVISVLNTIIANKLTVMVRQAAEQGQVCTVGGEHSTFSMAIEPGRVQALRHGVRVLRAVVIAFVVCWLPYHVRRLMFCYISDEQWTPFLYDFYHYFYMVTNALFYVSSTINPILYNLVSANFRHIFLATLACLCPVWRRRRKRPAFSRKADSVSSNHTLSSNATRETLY
GPR35 antagonists: GPR35 antagonists blocking zaprinast-driven arrestin recruitment, primary screen, imaging, U2OS, beta-arrestin-GFP, zaprinast agonist (AID 2058). U2OS GPR35 beta-arrestin-GFP translocation imaging, zaprinast antagonism; higher % means a stronger effect. inhibition, % at 10 µM, or IC50 in µM where a hit was titrated. hit rate 0.052% among 290,000;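 active = inhibition of at least 50% with at least 30 cells and total cytoplasm GFP at most 10,000,000; inconclusive = under 30 cells or total GFP of 10,000,000 plus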
AID2073: disruptors of CaV2.2 binding to Mint1 – biochemical, HTRF (AID 2073). HTRF protein-protein interaction, Mint1-CaV2.2; higher % means a stronger effect. inhibition, % at 20 µM; hits with a dose series show IC50 in µM. hit rate 0.19% among 290,000; in the data active = inhibition mostly above about 51%, no sharp cut-off; inconclusive = no clear call, values can overlap the other calls; inactive = mostly below about 53%; note: some results filed as inactive read as strong as hits
NTR1 ag cell count 20 µM: second read-out of NTR1 ag, no call of its own (marks repeat the call); cell count; measured here: cell count, cytotoxicity flag
Dengue-2 NS5 capping pilot replicate: also measured in Dengue-2 NS5 capping; calls as there; inhibition, %; measured here: pilot screen replicate inhibition
* = called active by the depositor; ? = inconclusive; . = no result given; [ ] = another dose, or the depositor's remark.

SMILES	GPR55 beta-arrestin	Dengue-2 NS5 capping	K1F lysis inhibition	HIV peptide binding	GPR55 LPI antagonism	SIAH1 antagonists	NTR1 ag	NTR1 ag cell count 20 µM	GPR35 antagonists	AID2073	others
CC(C)OC(=O)NCCOC(=O)Nc1ccc(Cl)cc1	-0.1%	-5%	-1.3%	1.2%	4%	5%	-0.6	25	22%	-14%
Cc1cc(OCc2cc(C(=O)N(C)C3CCOC3)no2)cc(C)c1Cl (stereo unspecified)	-0.1%	-15%	0.0%	1.0%	7%	1%	0.2	50	-3%	9%
CC1(C)CC(=O)C2=C(C1)c1c(ccc3ccccc13)NC2c1ccc(OCC(=O)O)cc1 (stereo unspecified)	-0.1%	5%	-2.0%	13%	8%	-4%	0.2	58	-1%	?
COc1ccc(C(=O)CSc2nnc(COc3ccc(C#N)cc3)n2-c2ccccc2)cc1	-0.1%	-9%	0.5%	0.2%	2%	0%	0.8	77	12%	11%
Cc1cccc2c1-c1sc(C(=O)N3CCCCC3)cc1CO2	1.2%	0%	7.2%	-0.3%	2%	1%	-3.4	51	10%	28%
Nc1nc2n(n1)C(c1cccc(Cl)c1)CC(c1ccc(F)cc1)N2 (stereo unspecified)	-0.1%	-7%	3.4%	1.7%	-4%	1%	3.0	68	-6%	-2%
COc1ccc(NC(=O)C2CCCN(C(=O)Nc3ccc(F)cc3)C2)cc1OC (stereo unspecified)	0.3%	6%	0.2%	0.1%	-4%	-2%	-0.7	64	11%	13%
COc1cc(CNS(=O)(=O)c2ccc3c(c2)CC(C)N3C(C)=O)cc(OC)c1OC (stereo unspecified)	-0.3%	-14%	-0.5%	-0.5%	0%	-1%	-0.6	81	-4%	7%
Cc1nc2cc(Cl)c(Cl)cc2nc1C	-0.1%	0%	0.5%	-1.2%	9%	0%	-1.5	80	15%	-13%
Cc1ccccc1Cn1nc(C)c(NC(=O)c2cc(-c3ccco3)on2)c1C	-0.3%	4%	-0.3%	12%	11%	8%	-0.2	68	0%	45%

Brought forward from above: two entries, then new ones.
SMILES	GPR55 beta-arrestin	Dengue-2 NS5 capping	K1F lysis inhibition	HIV peptide binding	GPR55 LPI antagonism	SIAH1 antagonists	NTR1 ag	NTR1 ag cell count 20 µM	GPR35 antagonists	AID2073	others
Cc1nc2cc(Cl)c(Cl)cc2nc1C	-0.1%	0%	0.5%	-1.2%	9%	0%	-1.5	80	15%	-13%
Cc1ccccc1Cn1nc(C)c(NC(=O)c2cc(-c3ccco3)on2)c1C	-0.3%	4%	-0.3%	12%	11%	8%	-0.2	68	0%	45%
CC(C)CCn1nnnc1C(c1ccc(F)cc1)N1CCC(C(N)=O)CC1 (stereo unspecified)	0.2%	-10%	7.5%	-1.8%	-18%	4%	2.5	72	11%	-10%
CCCCCC(=O)Nc1cccc(C2=NOC3(C2)C[C@@H](C(N)=O)N(C(=O)c2ccc(OC)cc2)C3)c1 (stereo partly specified)	0.4%	-5%	1.3%	1.4%	11%	7%	-3.7	83	0%	12%
CCOC(=O)N1CCC(NC(=O)CCN2C(=O)C3C4C=CC(C4)C3C2=O)CC1 (stereo unspecified)	-0.1%	-3%	-0.1%	0.4%	13%	2%	0.5	50	7%	-4%
Cc1nnc2c(NC(C)C)nc3ccccc3n12	-0.1%	3%	0.8%	-3.2%	3%	1%	1.0	50	9%	-3%
CCOc1ccc(NC(=O)c2cc(F)c(F)cc2Cl)cc1OCC	-0.2%	-1%	0.1%	1.1%	2%	4%	-0.3	57	-6%	6%
CC1SC(C)C(=O)N(CC(=O)NC2CCCCC2)C1=O (stereo unspecified)	-0.3%	4%	0.0%	-1.0%	0%	-4%	.	.	-13%	4%
COCCn1c(SCc2cc(=O)n3cc(C)ccc3n2)nc2ccccc2c1=O	-0.1%	.	.	-1.0%	3%	4%	-0.7	56	8%	15%
O=C(NCc1ccccn1)c1ccc(Br)s1	-0.1%	3%	0.7%	-0.6%	8%	-1%	-0.2	67	-10%	-2%
Cc1ccc(N2C(=O)c3ccccc3C2=O)cc1	0.0%	-5%	0.0%	-0.8%	18%	-2%	0.2	62	-11%	-9%
Cc1ccc(C(=O)NC(=S)Nc2cccc(NC(=O)c3ccccc3)c2)cc1[N+](=O)[O-]	0.4%	-4%	3.2%	-1.6%	0%	-4%	-2.1	44	5%	25%
O=[N+]([O-])c1ccc(-c2nc(=S)c3c(o2)CCCC3)cc1	0.2%	-1%	2.0%	2.2%	-4%	-3%	1.8	61	4%	-7%
C=CCN(c1ccccc1C(=O)NCC(=O)O)S(=O)(=O)c1ccccc1C	-0.2%	0%	-0.3%	-0.1%	3%	12%	0.1	52	-2%	9%
CCCCN(C(=O)c1ccc(N(C)S(=O)(=O)c2ccc(C)cc2)cc1)c1c(N)n(CCC)c(=O)[nH]c1=O	0.3%	-1%	0.5%[50 µM]	-0.4%	16%	-3%	1.3	58	-2%	1%
COC(=O)CSc1cc([N+](=O)[O-])cc2c1c(C1OCCO1)nn2-c1ccccc1	0.8%	-5%	2.1%	2.6%	-9%	4%	5.8	63	4%	-5%
CCc1cccc(NC(=S)N(CCCOC(C)C)C2CCN(C(C)=O)CC2)c1	0.0%	-3%	0.2%	0.1%	-1%	4%	2.4	89	8%	-4%
COC(=O)/C=C1\SC(N)=NC1=O	0.3%	-7%	-1.7%	-1.6%	6%	3%	0.0	47	8%	7%
Cc1ccc(-c2cc(C(F)F)n3ncc(C(=O)N4CCc5ccccc5C4)c3n2)cc1	-0.1%	-11%	0.4%	-1.1%	-3%	-1%	12	101	-11%	24%
CCOc1ccc(CCNC(=O)c2ccc3c(=O)n4c(nc3c2)CCCCC4)cc1	-0.3%	-4%	0.3%	1.8%	4%	-4%	2.5	53	10%	4%
CC(=O)N/N=C/c1c(C)[nH]n(-c2ccccc2)c1=O	-0.4%	-8%	0.0%	3.5%	7%	-3%	0.4	87	1%	-5%
CCNc1nc(NC(C)C)nc(OCC)n1	-0.1%	3%	0.0%	0.0%	1%	-1%	-0.7	40	14%	-5%
Cc1nnc(N2C(=O)c3oc4ccccc4c(=O)c3C2c2ccco2)s1 (stereo unspecified)	-0.1%	-9%	3.1%	12%	6%	4%	-4.3	52	-8%	10%
CCOC(=O)CNC(=O)c1ccc(Br)s1	-0.1%	-9%	0.8%[50 µM]	-1.5%	-4%	-2%	0.4	52	-1%	-8%
CNC(=S)N/N=C/c1cn(Cc2ccc(C)cc2)c2ccccc12	0.3%	1%	0.3%	-5.4%	-31%	-6%	2.3	56	-38%	-7%
COc1cc(/C=C(/NC(=O)c2ccc(Cl)cc2Cl)C(=O)O)cc(OC)c1OC	-0.3%	-1%	2.1%[50 µM]	3.5%	10%	15%	4.0	59	-4%	6%
c1ccc(CCc2nn3c(Cn4nnc5ccccc54)nnc3s2)cc1	-0.1%	-12%	0.4%	3.6%	-7%	-1%	2.2	83	-10%	-20%
CN(C)S(=O)(=O)c1ccc(NC(=S)NC(=O)c2ccc(Br)o2)cc1	-1.0%	.	.	1.3%	-5%	0%	2.0	29	4%	11%
O=C(OCc1cncs1)c1ccccc1	0.2%	-5%	-0.9%	2.5%	-10%	3%	0.2	38	-2%	5%
O=C(N/C(=C/c1ccc(Br)cc1)C(=O)N1CCCCC1)c1ccccc1F	-0.2%	-3%	-0.6%[50 µM]	-0.1%	-16%	-3%	1.0	74	-9%	7%
CC(C)CN1CCN(Cc2nc3ccccc3s2)CC1CCO (stereo unspecified)	-0.2%	3%	0.2%	-0.4%	5%	13%	0.1	80	11%	11%
NS(=O)(=O)c1ccc(CNC(=O)CCSCCC(=O)NCc2ccc(S(N)(=O)=O)cc2)cc1	-0.1%	-4%	-0.1%	0.4%	-2%	0%	2.2	47	16%	23%
Cc1c(CCO)c(=O)n(C)n1C(=O)c1ccc(F)cc1	0.2%	-3%	0.0%	-0.6%	0%	-3%	-0.7	66	12%	1%
Cc1cccc2cc(COC(=O)c3ccco3)c(=O)[nH]c12	-0.2%	-3%	4.5%	1.0%	-4%	-2%	-1.9	68	-4%	0%
COc1ccc(NC(=O)CN(C)C(C)C(=O)N2CCCCC2)cc1 (stereo unspecified)	-0.1%	-5%	-0.4%	0.4%	8%	6%	0.1	80	14%	10%	Dengue-2 NS5 capping pilot replicate=-2.1
Cc1cnc(CN(C)C(=O)CC2C(=O)NCCN2CCCc2ccccc2)[nH]1 (stereo unspecified)	-0.1%	-3%	-0.1%	1.7%	2%	2%	0.0	73	22%	6%
CC(C)c1ccccc1OCCNC(=O)c1cncc(Br)c1	-0.2%	-5%	0.1%	-1.1%	10%	4%	-0.5	57	-3%	9%
O=C(Nc1nc2ccccc2[nH]1)C1CCN(S(=O)(=O)c2cccs2)CC1	0.0%	-1%	0.4%	-3.1%	13%	-1%	-0.1	35	10%	-3%
COc1ccc(-c2cc(C(F)F)n3ncc(C(=O)Nc4cnn(Cc5ccccc5)c4)c3n2)cc1	0.2%	.	.	0.8%	12%	-2%	8.5	63	-4%	28%
CCOc1ccc(NC(=O)c2ccc(N3CC4CC(C3)c3cccc(=O)n3C4)c(NC(=O)c3cccnc3)c2)cc1 (stereo unspecified)	-0.2%	-2%	1.4%	2.0%	7%	17%	0.0	63	0%	26%
C=CCN=C(C)C1=C(O)CCC1=O	-0.1%	6%	0.3%	0.6%	15%	5%	0.2	35	0%	-1%
COc1cc(S(=O)(=O)NC(Cc2c[nH]c3ccccc23)C(=O)O)ccc1NC(C)=O (stereo unspecified)	1.3%	-9%	0.3%	-0.5%	-9%	-5%	-2.0	47	4%	9%
CCCn1c(=O)c2ccccc2n2c(Sc3nnnn3-c3ccccc3)nnc12	-0.3%	2%	-0.2%	0.7%	5%	-2%	4.8	92	6%	5%
COc1ccc(OC)c(-n2c(CNC3CCN(Cc4ccccc4)CC3)nc3ccccc3c2=O)c1	0.9%	8%	3.1%	0.2%	8%	0%	-1.4	64	2%	10%
O=[N+]([O-])c1cccc(S(=O)(=O)N/N=C/c2ccc(O)cc2)c1	0.1%	-4%	0.1%	3.3%	-3%	7%	0.9	62	10%	-8%
Cc1cccc(-c2nc(Nc3ccc(N4CCOCC4)cc3)c3ccccc3n2)c1	1.4%	1%	7.5%	-0.9%	-3%	-5%	17	59	2%	6%
COCC(=O)Nc1ccc(N2CCN(c3ccccc3)CC2)c(F)c1	0.0%	-7%	0.1%	-1.2%	3%	-4%	0.6	111	8%	5%
